# TDP1 cell CPT = growth inhibition of DT40 Tdp1-/-;hTDP1 cells with camptothecin (screen for TDP1 inhibitors); chicken DT40 Tdp1-/-;hTDP1 cells + 20 nM CPT, ATP luminescence, 48 h; Potency, µM (highest dose often 46.2 µM), for the others: at the top dose activity change, negative = growth inhibition, most hits filed as inhibitors; hit rate 12% among 420,000; AID 686979; also: nearly all actives have a fitted effect of over 55% in size
#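 Cell growth measured by CellTiter-Glo luminescence after a minimum 48 h, 37 C compound exposure with 20 nM CPT in Tdp1-knockout DT40 cells stably expressing hTDP1, seeded 400/well; qHTS titration format.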
# KAT2A inh = inhibitors of human GCN5L2 histone acetyltransferase; Potency, µM (series often up to 58.9 µM), without a hit: at the highest dose activity change, negative = inhibition, actives largely listed as inhibitors; Q92830; hit rate 0.21% among 390,000; GCN5L2 HAT assay, ThioGlo1 CoA-SH fluorescence
#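 GCN5L2 (20 nM) in 50mM HEPES pH 7.5, 0.1mM EDTA, 0.01% Tween-20 preincubated 15 min with compounds at room temperature. Reaction started with H3(1-25) 75uM, acetyl-CoA 70uM, ThioGlo1 50uM; CoA-thiol fluorescence (Ex340/Em540) read at 0 and 20 min.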
# FEN1 inh = human FEN1 inhibition; Recombinant FEN1 flap cleavage, fluorescence, 15 min; Potency, µM (titrated, usually from 114 µM), without a hit: top-dose activity change, negative = inhibition, most hits filed as inhibitors; hit rate 0.35% among 390,000; also: nearly all actives have a fitted effect of over 65% in size
# Target sequence (P39748 whole entry, looked up): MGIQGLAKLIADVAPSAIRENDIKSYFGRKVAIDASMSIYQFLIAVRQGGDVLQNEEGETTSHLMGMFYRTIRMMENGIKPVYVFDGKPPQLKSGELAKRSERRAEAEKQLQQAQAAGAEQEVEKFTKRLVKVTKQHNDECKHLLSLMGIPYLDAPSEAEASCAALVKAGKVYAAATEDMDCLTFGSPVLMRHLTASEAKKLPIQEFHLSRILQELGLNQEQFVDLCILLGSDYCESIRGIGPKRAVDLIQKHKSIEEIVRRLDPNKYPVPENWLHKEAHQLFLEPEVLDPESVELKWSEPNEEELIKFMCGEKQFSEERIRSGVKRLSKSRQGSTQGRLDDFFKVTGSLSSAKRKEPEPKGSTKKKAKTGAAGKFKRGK
#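 Steps: FEN1 (10 nM) dispensed; compound added by pin tool; 15 min at room temperature; substrate added to 50 nM final; reads at 0 min and 15 min; data normalized and fitted (four-parameter Hill).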
# * marks the source's active call; other numbers are inactive results; ? = inconclusive; / = not tested or not shown; [ ] = remark or other dose. Calls follow the shape of the dose curve; as a rule, active = well fitted curve in the direction sought with a large enough effect; inconclusive = small, poorly fitted or top-dose-only effect, or another doubt; inactive = no such curve, though single readings can be large; an effect the other way counts as inactive or inconclusive. % is scaled to controls: 0 for no effect and ±100 for the full control effect; potency is read from the fitted curve at half-maximal effect.
# Value order: TDP1 cell CPT	KAT2A inh	FEN1 inh
CCCC(=O)Nc1nnc(SCC(=O)NCc2cccs2)s1
 : 0.8%	-10.9%	-17.2%
COc1ccc(NC(=S)N2CCCC2)cc1OC
 : 3.8%	-3.8%	6.7%
c1ccc(-c2nnc(CSc3nc4ccccc4[nH]3)o2)cc1
 : -7.6%	-1.9%	-1.9%
O=c1c2oc3ccccc3c2[nH]c(=S)n1-c1ccccc1
 : 8.5%	-1.9%	5.9%
COc1ccc(N(C(=O)Cc2cccs2)C2C=CS(=O)(=O)C2)cc1 (stereo unspecified)
 : -12.3%	-3.1%	6.7%
O=C(Nc1ccc(Cl)cc1)c1cc(S(=O)(=O)N2CCCc3ccccc32)ccc1F
 : 16.4µM*	0.1%	8.5%
CNS(=O)(=O)c1ccc(C)cc1
 : 1.0%	-2.5%	-4.9%
CCOC(=O)NC(=O)/C(C#N)=N\Nc1cccc(Cl)c1
 : 23.1µM*	-1.1%	-9.0%
COc1ccc(CN2C(=O)c3ccccc3C2=O)cc1C(=O)N(C)CC(=O)Nc1ccc(F)cc1
 : -3.9%	-1.3%	-6.8%
COc1ccccc1Oc1ncnc2sccc12
 : 1.1%	-3.6%	-6.3%
Cc1ccc(C)c(N2CN(Cc3ccco3)CNC2=S)c1
 : -0.4%	23.6%	-5.9%
COc1ccc(Nc2nc3c(c(=O)n(C)c(=O)n3C)n2CCO)cc1
 : -17.2%	-1.5%	1.8%
CN1C(=O)C(=O)/C(=C(/O)c2ccc(Br)cc2)C1c1ccc(Cl)cc1 (stereo unspecified)
 : -4.9%	-15.0%	7.2%
COc1ccc(/C=N/Nc2nc3ccccc3[nH]2)c(OC)c1OC
 : ?	-1.2%	?
CC(=O)c1c(C)nc2sc3c(=N)n(N)cnc3c2c1-c1ccc(Cl)cc1
 : -11.0%	-2.7%	-4.3%
Cc1ccc(N2C(=O)CSC2c2cccnc2)c(Cl)c1 (stereo unspecified)
 : 18.4µM*	-3.7%	15.8%
COC(=O)/C(=C/Nc1ccccc1)[N+](=O)[O-]
 : 0.5%	-16.5%	-0.8%
CCn1nc(NC(=O)CC(C)C)c2cc3ccc(C)cc3nc21
 : 29.1µM*	14.8%	-5.0%
CCc1ccc(C2CC(=O)N(c3ccc(F)cc3)C3=C2C(=O)OC3)cc1 (stereo unspecified)
 : -6.9%	-3.9%	0.3%
CCCCN1C(=O)c2cccc3cc(O)cc(c23)C1=O
 : -7.8%	/	-6.9%
CC1(C)CC(=O)C(N=Nc2ccc(S(=O)(=O)N3CCOCC3)cc2)=C(O)C1
 : 7.5%	-10.7%	-3.1%
CCOC(=O)N1CCC(NC(=O)c2cc(S(=O)(=O)NCCc3ccccc3)ccc2F)CC1
 : ?	-3.7%	3.5%
CN(C)S(=O)(=O)n1cnc(C(CCO)c2ncn(S(=O)(=O)N(C)C)c2CCCO)c1 (stereo unspecified)
 : 0.2%	-2.8%	-14.5%
CCCc1[nH]nc2c1C1(C(=O)N(C(C)C)c3ccccc31)C(C#N)=C(N)O2 (stereo unspecified)
 : 8.2%	-14.4%	-11.9%
Cc1ccc(C(=O)Nc2sc(C(=O)N(C)C)c(C)c2C#N)cc1
 : 1.3%	-6.2%	5.2%
COc1ccccc1-c1nc2c(c(SCc3cc(C)ccc3C)n1)Cc1c(CO)cnc(C)c1O2
 : 9.2µM*	-9.6%	-1.2%
COc1ccc2[nH]c(=O)c(CN(C(=O)C3CCCO3)c3ccc(C)c(C)c3)cc2c1 (stereo unspecified)
 : -19.3%	-3.3%	-0.5%
Cc1cccc(NC(=O)CN(CC2CCCO2)C(=O)c2cc3ccccc3o2)c1C (stereo unspecified)
 : ?	-10.7%	-7.8%
CCN(CC(=O)NC1CCS(=O)(=O)C1)C(=O)c1cc(OC)c(OC)c(OC)c1 (stereo unspecified)
 : -1.6%	1.1%	16.1%
CCCCC(CC)c1nnc(NC(=O)c2cccs2)s1 (stereo unspecified)
 : -1.4%	-20.0%	-10.1%
COC(=O)CSc1nc(C)c(C(C)=O)cc1C#N
 : -7.4%	-1.9%	3.9%
CCn1c(SCC(=O)N2CC(C)OC(C)C2)nc2c([nH]c3ccccc32)c1=O (stereo unspecified)
 : -29.3%	-3.2%	-0.3%
N=C1/C(=C\c2ccc(-c3cccc(C(=O)O)c3)o2)C(=O)N=C2SC=C(c3ccccc3)N12
 : ?	-22.1%	31.6µM*
COc1ccc(OC)c(NC(=O)COC(=O)c2ccc(S(=O)(=O)N3CCOCC3)cc2)c1
 : 12.6%	-3.6%	-11.1%
CCOC(=O)c1cnc2cc(C)nn2c1-c1ccccc1
 : -8.7%	39.8µM*	-1.4%
CCOC(=O)c1ccccc1NC(=S)N1CCN(C2CCCCC2)CC1
 : -29.7%	-3.0%	11.1%
COc1ccccc1NS(=O)(=O)c1cc(NC(=O)c2cc[n+]([O-])cc2)ccc1N1CCCC1
 : ?	-22.6%	-24.1%
CC(C)CN(C(=O)COC(=O)c1cnccn1)c1c(N)n(Cc2ccccc2)c(=O)[nH]c1=O
 : -21.3%	-8.7%	0.6%
CC(C)(C)NC(=O)Cn1cc(C#N)c2cc(Br)ccc21
 : -1.8%	-3.5%	-1.1%
CC(=O)N1CCC(C(=O)c2ccc(Cl)cc2)CC1
 : 1.4%	?	-9.0%
Cc1ccc(CNC(=O)c2ccc(N3CCC4(CC3)CC(c3cccc(Br)c3)=NO4)c(NC(=O)c3ccc(Br)cc3)c2)cc1
 : -5.4%	-4.8%	3.1%
CCN(CC)CCCNC(=S)N1CCN(c2nc(-c3ccccc3)cs2)CC1
 : ?	-2.2%	-11.1%
COc1ccccc1Nc1ncnc2scc(-c3ccc(F)cc3)c12
 : ?	-2.4%	11.4%
O=C(c1ccncc1)c1ccc(Br)cc1
 : -21.6%	-1.2%	-3.0%
COc1cc(NC(=O)c2cccs2)c(OC)cc1NC(=O)c1cccs1
 : 7.6%	/	4.1%
Cc1ccc(Cl)cc1NC(c1ccc(F)cc1)c1nnc(-c2ccccc2)o1 (stereo unspecified)
 : ?	-16.1%	-4.4%
O=C(NCC(c1cccnc1)N1CCc2ccccc2C1)C(=O)Nc1ccc(F)cc1F (stereo unspecified)
 : 14.6µM*	0.4%	28.1%
CCOc1ccc(CCNC(=O)COC(=O)CNS(=O)(=O)c2ccc(NC(C)=O)cc2)cc1OCC
 : -5.9%	-1.1%	-8.0%
Cc1ccc(NC(=O)CNc2cccc(S(=O)(=O)N3CCCCC3)c2)cc1F
 : ?	-2.9%	-20.7%
CCn1cc([N+](=O)[O-])c(C(=O)N2CCOCC2)n1
 : -19.1%	-1.5%	10.9%
O=C(c1ccccc1F)N1c2nc(-c3ccco3)nn2C2(CCCCC2)[C@@H]2CCCC[C@@H]21
 : ?	-17.2%	-0.9%
O=C(N/N=C/c1ccc(-c2cccc(C(F)(F)F)c2)o1)c1ccccc1O
 : 10.3µM*	69.0%[activator]	-2.0%
O=S(=O)(/N=C(/Nc1nc2ccccc2s1)c1ccccc1)c1ccccc1
 : 4.5%	0.4%	-10.3%
O=C(COc1cccnc1[N+](=O)[O-])NCc1ccc2c(c1)OCO2
 : -17.1%	-10.4%	-17.7%
CCOC(=O)C1=C(N)Oc2cc(O)ccc2C1c1ccc(F)cc1F (stereo unspecified)
 : -29.9%	-5.2%	0.9%
CC(=O)N(/N=C1\Sc2ccccc2C1=O)c1ccc(C)cc1C
 : ?	-6.1%	-5.0%
COC(=O)C1CCN(CCCOc2ccc(CN3CCN(c4ccc([N+](=O)[O-])cc4)CC3)cc2)CC1
 : -84.1%	-2.5%	-9.9%
CC1=C(C)CC2(SC1)C(=O)N(c1ccccc1)N=C2N (stereo unspecified)
 : 7.31µM*	-0.8%	-6.4%
CCN(CC)S(=O)(=O)c1ccc(N2CCCC2)c(NC(=O)Cc2ccc(OC)cc2)c1
 : ?	-12.5%	2.8%
O=C(c1ccc2c(c1)N(Cc1ccccc1F)C(=O)c1ccccc1S2(=O)=O)N1CCCCCC1
 : ?	-7.6%	-16.0%

# Later entries
# Value order: TDP1 cell CPT	KAT2A inh	FEN1 inh
NC(=O)CS(=O)(=O)c1nc2ccccc2n1Cc1ccccn1
 : 13.2%	-1.7%	0.0%
CCNC(=O)CN(c1ccc(Oc2ccccc2)cc1)S(=O)(=O)c1ccccc1
 : -29.2%	-14.6%	10.8%
Cn1c(CCC(=O)OCC(=O)Nc2ccc(Oc3ccccc3)cc2)nc(=O)c2ccccc21
 : -4.2%	-2.6%	-11.5%
C=CCn1c(CSc2nc3ccccc3s2)nnc1SCC(=O)OCC
 : 13.6%	0.7%	-15.7%
CCCn1c(=O)c2ccccc2n2c(SCCNCCO)nnc12
 : 2.2%	-4.8%	16.0%
Cc1ccc(NC(=O)c2cc3ccccc3o2)cc1Cl
 : ?	?	-1.8%
Cc1ccc(O)c(C(=O)c2cnn(-c3ccccc3)c2)c1
 : 7.31µM*	-24.7%	-1.2%
COCCN(Cc1cc2cc3c(cc2nc1Cl)OCO3)C(=O)Nc1ccccc1OC
 : 16.4µM*	-2.4%	-4.7%
Cc1ccc2c(c1)N(Cc1ccccn1)C(=O)C(C)O2 (stereo unspecified)
 : 0.9%	-3.0%	-2.1%
COC(=O)c1c(N2C(=O)CC(Sc3ncccc3C(=O)O)C2=O)sc(C)c1C (stereo unspecified)
 : ?	17.4%	12.3%
Cc1cccc(OCCCCCNCCO)c1
 : -3.8%	-3.0%	-1.7%
COc1ccc(CCNC(=O)C(=O)NCC2OCCN2S(=O)(=O)c2cc(F)ccc2F)cc1 (stereo unspecified)
 : ?	?	-3.6%
CN(C(=O)c1ccccc1C(=O)OCC(=O)Nc1ccc(OC(F)F)cc1)c1ccccc1
 : ?	-3.9%	-4.9%
COc1ccc([N+](=O)[O-])cc1NC(=O)C1CCCCC1C(=O)O (stereo unspecified)
 : -3.1%	-1.7%	0.7%
CN1/C(=C\C=C(/C#N)C(=O)Nc2ccccc2F)C(C)(C)c2ccccc21
 : -33.8%	-5.2%	1.4%
O=c1cc(C23CC4CC(CC(C4)C2)C3)[nH][nH]1
 : -10.8%	/	-16.2%
N#Cc1c(N)nc(SCC(=O)NCCc2ccccc2)c(C#N)c1-c1cccs1
 : -4.0%	0.9%	-3.8%
COC(=O)c1sccc1NC(=S)N1CCN(c2ccccc2)CC1
 : 1.1%	-7.1%	-13.8%
COc1ccccc1N1CCN(C(=O)c2sc3nc(-c4ccc(F)cc4)cn3c2C)CC1
 : 23.1µM*	-7.9%	-22.7%
CCC1C(=O)N(C)CCc2ccccc21 (stereo unspecified)
 : 2.2%	1.8%	4.8%

# Full records from above. Order of values: TDP1 cell CPT | KAT2A inh | FEN1 inh
# O=C(N/N=C/c1ccc(-c2cccc(C(F)(F)F)c2)o1)c1ccccc1O is entered as 10.3µM* | 69.0%[activator] | -2.0%
# N=C1/C(=C\c2ccc(-c3cccc(C(=O)O)c3)o2)C(=O)N=C2SC=C(c3ccccc3)N12 is entered as ? | -22.1% | 31.6µM*
# COc1ccc(/C=N/Nc2nc3ccccc3[nH]2)c(OC)c1OC is entered as ? | -1.2% | ?

# Next section
# Value order: TDP1 cell CPT	KAT2A inh	FEN1 inh
Cn1nc(C(F)(F)F)cc1C(=O)Nc1ccc(-c2ccno2)cc1
 : ?	-17.9%	-15.3%
O=C(CSc1nnc(-c2ccco2)n1CC1CCCO1)NC1CCCC1 (stereo unspecified)
 : -1.2%	1.3%	0.4%
Cc1ccc(C(=O)NC2CC3CCCC(C2)N3C(=S)NCc2ccco2)cc1 (stereo unspecified)
 : -5.8%	14.4%	-5.1%
O=C(N/N=C/c1cc2c(cc1Cl)OCO2)c1ccc2c(c1)OCCO2
 : -5.1%	-3.1%	-2.2%
O=C(CCC1CCCCC1)N1CCN(Cc2ccc3c(c2)OCO3)CC1
 : -3.8%	0.1%	-14.9%
C/C(=N\O)C(C)NC(=O)c1ccccc1 (stereo unspecified)
 : 5.6%	-1.2%	11.0%
CN(C)c1nccc(Nc2ccccc2)c1C#N
 : ?	-0.2%	-5.0%
CCOc1ccc(NC(=O)CN2C(=O)NC(C)(c3ccc(OC(F)F)cc3)C2=O)cc1 (stereo unspecified)
 : 18.4µM*	-14.9%	-2.9%
Cn1c(=O)[nH]c(=O)c2c1nc(SCCO)n2CCCc1ccccc1
 : -1.7%	-1.6%	-11.6%
O=C(Nc1ccc(F)c(Cl)c1)C1CCN(S(=O)(=O)c2ccc3c(c2)CCCN3C(=O)C2CCC2)CC1
 : 9.2µM*	-5.3%	1.2%
Cc1cc(Cl)ccc1C(=O)C1CCCN(C(=O)c2cc(C(C)C)no2)C1 (stereo unspecified)
 : ?	1.0%	-5.0%
COc1cccc(C(=O)N2CCN(C(=O)Cc3ccccc3)CC2)c1
 : -14.9%	-7.3%	1.4%
Cc1[nH]c(=O)n(C(C)C)c(=O)c1Br
 : -0.2%	/	8.6%
COc1ccc(NC(=O)Cn2ncc3c(C)n(Cc4cccc(Cl)c4)c(C)c3c2=O)cc1
 : -16.8%	0.3%	-4.2%

# Screening results: PubChem, National Center for Advancing Translational Sciences (NCATS)

# An excerpt. The share of hits here may be higher or lower than overall.
